RGS4 pot: RGS4 potentiators or activators, primary screen, cell-based, HEK293 M3R inducible RGS4, calcium flux; 310,000 compounds, 0.92% hits; B-score at 10 µM; carbachol calcium flux Fluo4; stronger effect = lower value;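 active = B-score of the integrated calcium signal more than 4 SD below the library mean, with starting fluorescence not abnormally high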;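 also: negative B-score means reduced calcium response which marks RGS4 activation or potentiation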
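test system = M3R-expressing HEK293 line, RGS4 induced by doxycycline | probe or stimulus = carbachol at ECmax as muscarinic agonist stimulus | timing = dye loading 30 min 37 °C, buffer rest 30 min RT | signal = calcium dye Fluo4 fluorescence | evaluation = B score from integrated fluorescence ratio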
RGS4 block: RGS4 inhibitors, primary screen, cell-based, HEK293 M3R inducible RGS4, calcium flux. Fluo-4 calcium flux; stronger effect = higher value; triggered by carbachol at its EC20. B-score at 10 µM. 310,000 compounds, 0.45% hits;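 active = B-score, a plate-corrected calcium signal, over three deviations above library mean, with baseline fluorescence within five deviations of library mean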;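 also: RGS4 expression induced by doxycycline in cells with stable M3 receptor; B-score is computed from the integrated fluorescence ratio over baseline after carbachol; higher B-score means a larger calcium signal and so more RGS4 inhibition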
Target sequence (P49798 whole entry, looked up): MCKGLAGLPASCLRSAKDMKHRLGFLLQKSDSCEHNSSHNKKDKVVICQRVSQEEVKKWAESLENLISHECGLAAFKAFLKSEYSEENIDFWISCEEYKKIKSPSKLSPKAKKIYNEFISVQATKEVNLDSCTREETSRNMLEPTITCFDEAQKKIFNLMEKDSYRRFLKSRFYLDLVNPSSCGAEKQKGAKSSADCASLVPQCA
MrgX1 allo act: positive allosteric modulators of MrgX1, primary screen, HEK293 cells, Fluo-4 calcium flux; 310,000 compounds, 0.63% hits; B-score at 10 µM; AID 588675, 2011; FDSS; stronger effect = higher value; Mas-related G-protein coupled receptor member X1 (Homo sapiens), Q96LB2;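 active = plate-corrected calcium response at least 3 library SD above typical, normal starting fluorescence, not activating the receptor alone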;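 also: compound read alongside a low EC10 to EC30 dose of BAM8-22 agonist; peak minus trough fluorescence over baseline measured at the second addition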
KCNQ1 inh: inhibitors of human KCNQ1 channel, primary screen, cell-based, thallium flux, high-throughput; Potassium voltage-gated channel subfamily KQT member 1 (Homo sapiens), P51787; CHO-K1 KCNQ1, FluxOR thallium flux fluorescence; stronger effect = higher value; B-score at 10 µM; 310,000 compounds, 1.3% hits;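 active = compounds whose thallium flux B-score, printed positive for inhibition, exceeds three library SD while starting fluorescence stays within three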;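 also: channel opened by potassium depolarization with thallium stimulus after 20 min compound exposure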
KCNK3 block: human KCNK3 channel inhibitors, primary screen, CHO cells, FluxOR thallium flux, B-score. B-score at 10 µM. AID 602410, 2012. 340,000 compounds, 0.84% hits. Potassium channel subfamily K member 3 (Homo sapiens), O14649. FluxOR fluorescence; stronger effect = lower value;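 active = B-score under library mean minus 4 SD, starting fluorescence ratio at most library mean plus 5 SD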;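 also: more negative B-score means stronger inhibition of thallium flux through KCNK3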
Target sequence (O14649 whole entry, looked up): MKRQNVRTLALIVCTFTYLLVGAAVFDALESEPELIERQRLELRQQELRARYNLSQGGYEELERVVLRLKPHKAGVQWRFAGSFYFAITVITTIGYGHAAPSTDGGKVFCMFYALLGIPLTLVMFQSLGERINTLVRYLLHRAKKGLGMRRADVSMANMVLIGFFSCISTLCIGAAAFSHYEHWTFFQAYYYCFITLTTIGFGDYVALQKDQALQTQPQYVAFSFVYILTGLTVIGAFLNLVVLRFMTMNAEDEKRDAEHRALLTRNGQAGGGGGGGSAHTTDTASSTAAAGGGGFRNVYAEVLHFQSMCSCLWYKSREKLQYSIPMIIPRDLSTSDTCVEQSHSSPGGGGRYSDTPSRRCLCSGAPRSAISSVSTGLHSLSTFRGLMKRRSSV
hERG rescue: hERG rescue from dofetilide block, primary screen, cell-based, CHO-hERG, FluxOR thallium flux, dofetilide IC70; activation (rescue from dofetilide block), less the hit threshold, % at 10 µM; 310,000 compounds, 0.51% hits; Voltage-gated inwardly rectifying potassium channel KCNH2 (Homo sapiens), Q12809; dofetilide IC70 present; AID 1511, 2009;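 active = activation above the mean of controls blocked by dofetilide plus 5 SD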;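 also: thallium influx through hERG after potassium depolarization seen as dye fluorescence rise; in these data hits start at about 4.7%; inactives centre near -7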
KCNK9 block: KCNK9 potassium channel inhibitors, primary screen, HEK293 cells, thallium flux; B-score at 10 µM; FluxOR thallium flux fluorescence; stronger effect = lower value; Potassium channel subfamily K member 9 (Homo sapiens), Q9NPC2; AID 488922, 2010; 310,000 compounds, 1.2% hits;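 active = ratio B-score over 3 SD below the library mean, with starting fluorescence within 5 SD of its mean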;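 also: negative B-score means less thallium flux so channel inhibition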
Target sequence (Q9NPC2 whole entry, looked up): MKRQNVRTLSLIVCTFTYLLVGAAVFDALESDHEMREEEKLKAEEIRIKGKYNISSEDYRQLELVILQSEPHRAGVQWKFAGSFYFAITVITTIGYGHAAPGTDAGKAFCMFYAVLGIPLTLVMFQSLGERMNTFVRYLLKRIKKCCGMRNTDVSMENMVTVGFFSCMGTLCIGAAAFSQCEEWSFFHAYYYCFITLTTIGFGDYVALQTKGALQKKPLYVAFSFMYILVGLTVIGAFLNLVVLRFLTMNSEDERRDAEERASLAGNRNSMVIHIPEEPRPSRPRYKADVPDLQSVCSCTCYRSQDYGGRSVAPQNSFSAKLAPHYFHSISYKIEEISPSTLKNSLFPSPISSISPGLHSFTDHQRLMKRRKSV
TMEM16A act: TMEM16A chloride channel activators or potentiators, primary screen, cell-based, HTS; HEK293 TMEM16A/YFP-H148Q/I152L, iodide quench fluorescence; stronger effect = lower value; B-score at 10 µM; 340,000 compounds, 0.3% hits; AID 623877, 2012;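 active = fluorescence-ratio B-score plate-corrected deviation score at least 3 library SD below zero, with starting fluorescence score within 5 deviations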;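 also: channel opened by trigger with iodide after compound preincubation; score built on the fluorescence ratio of max minus min over baseline; more negative score means more quench and so TMEM16A activation or potentiation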
KCNQ1 pot: potentiators or activators of KCNQ1 channel, primary screen, cell-based, thallium flux, high-throughput. Potassium voltage-gated channel subfamily KQT member 1 (Homo sapiens), P51787. CHO-K1 KCNQ1, thallium flux FluxOR fluorescence; stronger effect = higher value. B-score at 10 µM. 310,000 compounds, 0.35% hits. AID 2648, 2010;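 active = fluorescence ratio B-score, a plate-corrected score, at least three library SD, with initial intensity B-score within 5 SD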
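Material: CHO-K1 cells stably expressing KCNQ1. Medium: assay buffer for compound exposure, DMSO matched across wells. Reagent: K+/Tl+ depolarizing stimulus. Compound dosing: single-concentration screen. Times: 37 °C overnight plating, 90-min dark dye load, 20-min compound pretreatment. Technique: FluxOR Tl+ flux fluorescence.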
MrgX1 agonist: agonists of human MrgX1 receptor, primary screen, HEK293 cells, Fluo-4 calcium flux; Fluo-4 calcium fluorescence, agonist mode; stronger effect = higher value; B-score at 10 µM; 310,000 compounds, 0.44% hits; AID 588627, 2011;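 active = calcium response B-score plate-corrected fluorescence ratio at least 3 library SD, with starting fluorescence B-score inside 5 SD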
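Material: MrgX1-expressing HEK293 cells / Dosing: compound as first of three additions / Incubation: overnight seeding, then 1 h dark dye loading / Signal: Fluo-4 NW calcium fluorescence / Evaluation: B-scored fluorescence response ratio / Benchmarks: positive and negative control wells on each plate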
ANO1 block: TMEM16A chloride channel inhibitors, primary screen, cell-based, HTS | AID 588511, 2011 | HEK293 TMEM16A/YFP iodide influx fluorescence, ionomycin | Anoctamin-1 (Mus musculus), Q8BHY3 | 310,000 compounds, 1.2% hits | normalized B-score (activity score, 25-100; higher = stronger inhibition) at 10 µM;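 active = ratio plate-corrected score three or more library SD toward inhibition, starting fluorescence score within five deviations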;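 also: score derived from kinetic fluorescence span divided by baseline fluorescence per well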
Numbers without * were called inactive; i = inactive; · = not tested or not shown.

Values run as follows: RGS4 pot | RGS4 block | MrgX1 allo act | KCNQ1 inh | KCNK3 block | hERG rescue | KCNK9 block | TMEM16A act | KCNQ1 pot | MrgX1 agonist | ANO1 block
1	CCSc1nc2sc3c(c2c(=O)n1-c1ccc(OC)cc1)CCN(C)C3
→ i | i | i | i | i | -14 | i | i | i | i | i
2	COC(=O)c1ccc2c(c1)C(=O)N(C1CCCCC1)C2=O
→ i | i | i | i | i | -14 | i | i | i | i | i
3	CCC(=O)OC1CC(C)N(C(=O)c2ccccc2)c2ccc(C)cc21 (centres undefined)
→ i | i | i | i | i | -10 | i | i | i | i | i
4	COC(=O)CSc1nnc2cc(C)c3ccccc3n12
→ i | i | i | i | i | -10 | i | i | i | i | i
5	CCOCCCNC(=O)C(Cc1ccccc1)NC(=O)c1ccco1 (centres undefined)
→ i | i | i | i | i | -10 | i | i | i | i | i
6	CCc1ccccc1Nc1nc(-c2cccnc2)cs1
→ i | i | i | i | i | -4 | i | i | i | i | i
7	CCOc1ccc(NC(=O)C2CCC(CNc3c(N4CCOCC4)c(=O)c3=O)CC2)cc1 (centres undefined)
→ i | i | i | i | i | -8 | i | i | i | i | i
8	Cc1cc2ccccn2c1C(=O)c1ccc([N+](=O)[O-])cc1[N+](=O)[O-]
→ i | i | i | i | i | -5 | i | i | i | i | i
9	COc1ccc(N2CCN(C(=O)c3ccc(N4C(=O)NC5CC4(C)Oc4ccccc45)cc3)CC2)cc1 (centres undefined)
→ i | i | i | i | i | -3 | i | i | i | i | i
10	COCc1ccc(CN2CCCC(CO)(Cc3ccccc3)C2)o1 (centres undefined)
→ i | i | i | i | i | -7 | i | i | i | i | i
11	CC1=C(C(=O)N2CCCCC2)C(c2cccs2)NC(=O)N1 (centres undefined)
→ i | i | i | i | i | -1 | i | i | i | i | i
12	COc1ccccc1NC(=O)Cn1cnc2c(oc3ccccc32)c1=O
→ i | i | i | i | i | -11 | i | i | i | i | i
13	CC(=O)Nc1ccc(NC(=O)C2C3C=CC(C3)C2C(=O)O)cc1 (centres undefined)
→ i | i | i | i | i | -5 | i | i | i | i | i
14	Cc1ccc2c(c1)nnn2C1CCN(CC(=O)c2ccc(Cl)cc2)CC1
→ i | i | i | i | i | -3 | i | · | i | i | i
15	O=C(NCCN1CCN(c2ccccc2)CC1)c1ccccc1F
→ i | i | i | i | i | -2 | i | i | i | i | i
16	CN1CCN(C2CCCCC2NS(=O)(=O)c2ccc(Cl)cc2)CC1 (centres undefined)
→ i | i | i | i | i | -3 | i | i | i | i | i
17	c1ccc(Oc2nc(Oc3ccccc3)nc(N3CCOCC3)n2)cc1
→ i | i | i | i | i | -13 | i | i | i | i | i
18	COc1ccc2[nH]c(C)c(CCN(Cc3cccs3)C(=S)Nc3ccc(F)cc3)c2c1
→ i | i | i | 6* | -17* | -7 | -12* | i | i | i | i
19	O=C(Nc1nccs1)C1CCCN1S(=O)(=O)c1cccc2cccnc12 (centres undefined)
→ i | i | i | i | i | -6 | i | i | i | i | i
20	COc1ccc(Cc2nc3ccc(C(=O)N(C)CCCN4CCOCC4)cc3o2)cc1
→ i | i | i | i | i | -8 | i | i | i | i | i
21	COc1ccc(OCc2cc(C(=O)N3CCN(CC(=O)N(C)C)CC3)no2)c(Cl)c1
→ i | i | i | i | i | -3 | i | i | i | i | i
22	Cc1ccc(-c2n[nH]c3c2C(c2cccc(O)c2)N(c2ccc(C(=O)O)cc2)C3=O)cc1 (centres undefined)
→ i | i | i | i | i | -8 | i | i | i | i | i
23	O=C(O)Cn1cnc2ccccc2c1=O
→ i | i | i | i | i | -6 | i | i | i | i | i
24	Cc1ccc(NC(=O)CSCC(=O)NC2CCCCC2)cc1
→ i | i | i | i | i | -3 | i | i | i | i | i
25	CCN(CC)CC(=O)NN(Cc1ccccc1)c1ccccc1
→ i | i | i | i | i | -9 | i | i | i | i | i
26	CCn1nc(C)c(NC(=O)/C=C/c2ccc(OC)c(COc3ccc(Cl)cc3Br)c2)c1C
→ i | i | i | i | i | -10 | i | i | i | i | i
27	Cc1cc(SCc2ccccc2Cl)nc(=O)[nH]1
→ i | i | i | i | i | -1 | i | i | i | i | i
28	CCCCC(CCC(=O)Nc1ccc(C(=O)OC)cc1)C(=O)O (centres undefined)
→ i | i | i | i | i | -3 | i | i | i | i | i
29	Cc1cccc(N2C(N)=NC(N)=NC23CCCCC3)c1
→ i | i | i | i | i | -5 | i | i | i | i | i
30	O=C(O)c1ccc(N2C(=O)C3ON(c4ccccc4)C(c4ccccc4F)C3C2=O)cc1 (centres undefined)
→ i | i | i | i | i | -2 | i | i | i | i | i
31	S=c1[nH]nc(C2CCCCC2)n1/N=C/c1cccs1
→ i | i | i | i | i | -13 | i | i | i | i | i
32	O=C(Cn1nnc(-c2ccncc2)n1)NCCc1ccccc1
→ i | i | i | i | i | -3 | i | i | i | i | i
33	C=CCNC(=O)c1onc(CSc2ccccc2C)c1C(=O)O
→ i | i | i | i | i | -5 | i | i | i | i | i
34	Cc1ccc(C(=O)Nc2nc(C)c(C(=O)N(C)C)s2)o1
→ i | i | i | i | i | -16 | i | i | i | i | i
35	Cc1ccc(N2C(=O)CN(Cc3cccs3)C2=S)cc1C
→ i | i | i | i | i | -8 | i | i | i | i | i
36	CC1CCCCN1C(=O)Nc1cccc(C(F)(F)F)c1 (centres undefined)
→ i | i | i | i | i | -7 | i | i | i | i | i
37	O=S1(=O)C[C@@H]2N=C(N/N=C/c3ccccc3)S[C@@H]2C1
→ i | i | i | i | i | -5 | i | i | i | i | i
38	CCCCNC(=S)NNC(=O)c1nn(C)c(C)c1Cl
→ i | i | i | i | i | -14 | i | i | 17* | i | i
39	Cc1ccc(S(=O)(=O)Nc2nc(-c3ccccc3)cs2)cc1
→ i | i | i | i | i | -11 | i | i | i | i | i
40	CCOc1ccccc1NC(=O)CCC(=O)Nc1nnc(C2CCCCC2)s1
→ i | i | i | i | i | -6 | i | i | i | i | i
41	Cc1ccc(-c2nnn(CC(=O)N(c3ccc(F)cc3)C(C(=O)NC(C)(C)C)c3ccco3)n2)o1 (centres undefined)
→ i | i | i | i | i | -5 | i | i | i | i | i
42	CSc1nnc(NC(=O)c2nc(S(=O)(=O)Cc3cccc(C)c3)ncc2Cl)s1
→ i | i | i | i | i | -13 | i | i | i | i | i
43	COc1ccc(C2CC(c3cccs3)n3nc(N)nc3N2)cc1 (centres undefined)
→ i | i | i | i | i | -5 | i | i | i | i | i
44	Cc1cc(=O)n(Cc2ccccc2)c2c(C)cccc12
→ i | i | i | i | i | -1 | i | i | i | i | i
45	COc1ccc(C(=O)NCC(=O)N/N=C/c2cn[nH]c2-c2ccccc2)cc1
→ i | i | i | i | i | -9 | i | i | i | i | i
46	O=C(Nc1ccc(S(=O)(=O)N2CCCCC2)cc1)c1cccnc1Cl
→ i | i | i | i | i | -11 | i | i | i | i | i
47	CC1CCCCC12NC(=O)N(CC(=O)NC(=O)NCc1ccco1)C2=O (centres undefined)
→ i | i | i | i | i | -17 | i | i | i | i | i
48	COc1ccc(CN2[C@@H](CC(=O)O)c3ccc(C(F)(F)F)cc3S2(=O)=O)cc1
→ i | i | i | i | · | -3 | i | · | i | i | i
49	O=C(Cc1ccccc1)NCCCN1CCN(CCCNC(=O)Cc2ccccc2)CC1
→ i | i | i | i | i | -9 | i | i | i | i | i
50	CCCCN(C(=O)CCC(=O)Nc1cc(C)on1)C(C(=O)NC1CCCC1)c1cccc(OC)c1 (centres undefined)
→ i | i | i | i | i | -5 | i | i | i | i | i
51	NC(=O)Nc1ccccc1C(=O)N1CCC(O)(c2ccc(Cl)cc2)CC1
→ i | i | i | i | i | -2 | i | i | i | i | i
52	CC(=O)N1CCC(N(C(=O)Nc2ccc(Cl)cc2)C(C)C)CC1
→ i | i | i | i | i | -8 | i | i | i | i | i
53	O=C(CC1C(=O)NCCN1C(=O)Nc1ccc(F)cc1)Nc1ccc(F)cc1 (centres undefined)
→ i | i | i | i | i | -7 | i | i | i | i | i
54	C/C=C(\C)C(=O)NCCN1C2=NC[C@H](Cc3ccccc3)N2C[C@@H]1Cc1ccc(OC)cc1
→ i | i | i | i | i | -10 | i | i | i | i | i
55	Cc1ccc(-c2nc(SCC(=O)c3c(N)n(C)c(=O)n(C)c3=O)n[nH]2)cc1
→ i | i | i | i | i | 0 | i | i | i | i | i
56	O=S(=O)(NCCNc1ncc(C(F)(F)F)cc1Cl)C(F)(F)F
→ i | i | i | 6* | i | -14 | i | i | i | i | 100*
57	O=C(Nc1ccc(Cl)c(S(=O)(=O)N2CCOCC2)c1)c1cc(-c2ccccn2)nc2ccccc12
→ i | i | i | i | -8.8* | -21 | -9.5* | i | i | i | i
58	Cc1[nH]c2ccccc2c1C(=O)COc1ccccc1
→ i | i | i | 7* | i | -12 | i | i | i | i | i
59	Cc1sc2nc(COC(=O)c3ccc(N4CCCC(C)C4)c([N+](=O)[O-])c3)[nH]c(=O)c2c1C (centres undefined)
→ i | i | i | i | i | -6 | i | i | i | i | i
60	Cc1ccc2c(c1)N(CC(=O)N1CCCC1)C(=O)CO2
→ i | i | i | i | i | -2 | i | i | i | i | i
